Screening data: PubChem, University of Kansas High Throughput Screening Laboratory
mHTT-CaM PPI inh = inhibitors of human mutant huntingtin-calmodulin interaction; AlphaScreen His-mHTT/GST-CaM binding, luminescence; hit rate 3.6% among 190,000; inhibition, % at 15 µM; P42858;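 also: 0% = both proteins with DMSO and 100% = one protein alone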
Pf apPOL inh = Pf-apPOL DNA polymerase inhibition; Recombinant Pf-apPOL, molecular beacon fluorescence, 1.5 h; inhibition, % at 10 µM; hit rate 0.25% among 210,000; AID 1794808
* hit, by the source's call; nt = no result given; & = joins results of further samples. Rule as the data show it: active = inhibition above about 50%; inactive = the rest.

SMILES	mHTT-CaM PPI inh	Pf apPOL inh
O=C(c1ccc(Cl)s1)N1CCCN(c2nnc3ccccn23)CC1	0	-5
COc1cc(CCN2C(=O)CCC2(C)C(=O)N2CCCC2)cc(OC)c1OC (stereo unspecified)	-1	-1
NC(=O)C1CCN(C(=O)c2ccc3nc4cc(Cl)ccc4c(=O)n3c2)CC1	11	6
CCOc1ccc(N(C(C)C(=O)N2CCCCC2)S(C)(=O)=O)cc1 (stereo unspecified)	1	-15
O=C1C(=Cc2ccc3ccccc3n2)Oc2cc(O)ccc21	2	1
Cc1ccc(C(=O)N2CCC(c3noc(N)c3C)CC2)s1	-7	-5
O=C(CSc1nnnn1Cc1ccccc1)Nc1ccccc1Oc1ccccc1	-9	-4
Cc1cccc(-n2nc3c(c2NC(=O)C2CC2)CS(=O)C3)c1C (stereo unspecified)	1	-2
O=C(/C=C/c1ccccc1)Nc1ccc(Cl)cn1	-471	-2
COc1ccc(NC(=O)Cn2nc(C)c([N+](=O)[O-])c2C)c(OC)c1	1	2
CCc1ccc(OCCN2CCOCC2)cc1	0	-3
CC1(C)C(=O)NCCN1C(=O)c1ccc2c(c1)OCO2	-11	3

An excerpt of these results, as labelled records.
> CCOc1ccc(N(C(C)C(=O)N2CCCCC2)S(C)(=O)=O)cc1 (stereo unspecified)
- mHTT-CaM PPI inh: 1
- Pf apPOL inh: -15

> O=C1C(=Cc2ccc3ccccc3n2)Oc2cc(O)ccc21
- mHTT-CaM PPI inh: 2
- Pf apPOL inh: 1

> Cc1ccc(C(=O)N2CCC(c3noc(N)c3C)CC2)s1
- mHTT-CaM PPI inh: -7
- Pf apPOL inh: -5

> O=C(CSc1nnnn1Cc1ccccc1)Nc1ccccc1Oc1ccccc1
- mHTT-CaM PPI inh: -9
- Pf apPOL inh: -4

Filtered by structure: the entries above with sulfur
SMILES	mHTT-CaM PPI inh	Pf apPOL inh
O=C(c1ccc(Cl)s1)N1CCCN(c2nnc3ccccn23)CC1	0	-5
CCOc1ccc(N(C(C)C(=O)N2CCCCC2)S(C)(=O)=O)cc1 (stereo unspecified)	1	-15
Cc1ccc(C(=O)N2CCC(c3noc(N)c3C)CC2)s1	-7	-5
O=C(CSc1nnnn1Cc1ccccc1)Nc1ccccc1Oc1ccccc1	-9	-4
Cc1cccc(-n2nc3c(c2NC(=O)C2CC2)CS(=O)C3)c1C (stereo unspecified)	1	-2

Returning to the listing, repeating the six entries before the break.
SMILES	mHTT-CaM PPI inh	Pf apPOL inh
O=C(CSc1nnnn1Cc1ccccc1)Nc1ccccc1Oc1ccccc1	-9	-4
Cc1cccc(-n2nc3c(c2NC(=O)C2CC2)CS(=O)C3)c1C (stereo unspecified)	1	-2
O=C(/C=C/c1ccccc1)Nc1ccc(Cl)cn1	-471	-2
COc1ccc(NC(=O)Cn2nc(C)c([N+](=O)[O-])c2C)c(OC)c1	1	2
CCc1ccc(OCCN2CCOCC2)cc1	0	-3
CC1(C)C(=O)NCCN1C(=O)c1ccc2c(c1)OCO2	-11	3
CC1(C)CC(=O)C2=C(C1)NC1=C(C(=O)c3ccccc31)C2c1ccc(OCc2ccccc2)cc1 (stereo unspecified)	100*	-7
O=C(COCC(=O)N1CCOCC1)N1CCOCC1	nt	-6
CC(C)(C)NC(=O)N1CCC(CNC(=O)c2ccccn2)CC1	-4	1
Cc1ccc(Cc2c(C)nc(C)nc2N2CCN(S(C)(=O)=O)CC2)cc1	24	-2
O=C(Cn1ccnc1)N1CCc2[nH]nc(-c3ccc(F)cc3)c2C1	-6	-7
COC(=O)c1ccc(NC(=O)C(=O)NCC2CCN(Cc3ccco3)CC2)cc1	-9	-10
O=C(Nc1ccccc1)c1ccc(Br)c(S(=O)(=O)NC2CCCCC2)c1	3&11	1&-2
COc1ccc(N2CC(NC(=O)NCCc3c[nH]c4ccccc34)CC2=O)cc1 (stereo unspecified)	-8	-3
CCOC(=O)C(C)Oc1ccc2c(c1)OC(=Cc1cccc([N+](=O)[O-])c1)C2=O (stereo unspecified)	-2	-10
COc1ccc(N2C(=O)c3ccc(Oc4ccccc4OC)cc3C2=O)cc1	-5	-4
CCC(Sc1nnc(-c2ccc(C)cc2)n1C)C(=O)Nc1ccc(C(C)=O)cc1 (stereo unspecified)	-2	6
CCCC(=O)Nc1ccc(C(=O)Nc2ccccc2C(=O)O)cc1	-4	-2
CCOC(=O)N1CCc2nc(NC(=O)c3sc4ccccc4c3Cl)sc2C1	53*	-1
Cc1ccc(NC(=O)Cn2nc(N(C)C)c3ccccc3c2=O)cc1F	5	-3
CCOC(=O)N1CCC2(CC1)N=C(c1ccc(C)c(C)c1)CC(c1ccccc1O)N2 (stereo unspecified)	10	-2
CN(Cc1ccccc1)c1cc2c(c3c1ccn3C)C1CCC2O1 (stereo unspecified)	72*	-4
O=C(COc1ccccc1F)NCCCS(=O)(=O)N1CCN(c2ccccn2)CC1	-12	-1
O=C1NC(=O)/C(=C\c2ccccc2OCc2cccc([N+](=O)[O-])c2)N1	19	-5
O=C1OC(c2ccc(Cl)c([N+](=O)[O-])c2)=N/C1=C\C=C\c1ccccc1	8	6
Cc1ncc2c(n1)CCN(C(=O)c1ccccc1C(F)(F)F)C2	-4	-1
CCOc1ccc(C(=O)Nc2cccc(C(F)(F)F)c2)cc1[N+](=O)[O-]	-1	-2
O=C(CSc1nnc2c(n1)[nH]c1ccccc12)Nc1ccc(F)cc1	3	7
CCCCCCCCCCCOS(C)(=O)=O	nt	-8
COc1ccc(CNS(=O)(=O)c2cc(C(=O)Nc3ccc(C)c(F)c3)ccc2F)cc1	17	-2
O=C1S/C(=C\c2ccccc2F)C(=O)N1CNc1cccc(Br)c1	6	-1
O=C(NCCN1CCc2ccccc2C1)c1cn2c(n1)CSCC2	18	-6
CCOC(=O)C1CCN(C(=O)c2cn3cc(Cl)ccc3n2)CC1	-2	-2
CCSc1ccsc1C1C(C#N)=C(N)N(c2cccc([N+](=O)[O-])c2)C2=C1C(=O)CCC2 (stereo unspecified)	27	-3
O=C(c1cc([N+](=O)[O-])[nH]n1)N1CCSCC1	2	nt
O=C(Cc1c[nH]c2ccccc12)NCC1CCN(c2cc(-c3ccncc3)[nH]n2)CC1	13	-5
NC(=O)c1oc2ccccc2c1NC(=O)C(=O)NCc1cccs1	-11	2
COc1ccc2c(=O)c(-c3ccccc3)c(C)oc2c1C	-6	0
